Bioassay records from PubChem.
pAkt inh = HTS Assay for Inhibitors of Akt Phophorylation: Primary Screen. activity change, % for hits at 50 µM. 360,000 tested, 0.32% active. Neuro2A IGF-stimulated pAkt S473 HTRF, 20 min; active compounds read low; in the data active = activity change below about -80%; inconclusive = mostly about -51% to -80%; also: % is scaled to controls: 0 for no effect and ±100 for the full control effect
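Neuro2A cells in DMEM with 0.5% FBS, overnight at 37 deg C, given compound at single 50 µM final, then IGF (6 nM final) for 20 min at 37 deg C. Lysed; phospho-Akt Ser473 by HTRF after 24 h, 665/615 ratio.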
HepG2 tox = qHTS for Inhibitors of TGF-b: Cytotox Counterscreen. 410,000 tested, 0.76% active. AID 588856, 2011. Potency, µM (series often up to 46.1 µM), for the others: at the highest dose activity change, negative = cytotoxicity, actives largely listed as cytotoxic. HepG2 CAGA-GFP viability, ATP luminescence, 18 h; also: potency is read from the fitted curve at half-maximal effect; some results filed as inactive show a strong effect at the top dose
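HepG2 CAGA-GFP cells (1000/well, DMEM with 1% FBS) received compound, then TGF-beta at 500 pg/mL final, and were incubated 18 hours at 37 degrees C. Viability was read by CellTiter-Glo luminescence. Media-only wells were set as complete cell-killing and DMSO as no toxicity.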
TGFb inhibitor = qHTS for Inhibitors of TGF-b. Potency, µM (top dose mostly 46.1 µM), inactives show at the top dose activity, negative = inhibition, hits mostly inhibitors. HepG2 CAGA-GFP TGF-b/SMAD3 reporter, GFP fluorescence, 18 h; TGF-beta stimulated, 500 pg/mL final. 410,000 tested, 1.2% active; also: potency is read from the fitted curve at half-maximal effect; % is scaled to controls: 0 for no effect and ±100 for the full control effect; nearly all actives have a fitted effect of over 65% in size
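Cell-based qHTS in HEPG2 carrying a CAGA-GFP Smad reporter; compounds added before 500 pg/mL final TGF-beta, 18 h incubation at 37 degrees C, GFP fluorescence quantified per cell by imaging cytometry.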
Nrf2 ARE act = qHTS of Nrf2 Activators | AREc32 ARE-luciferase reporter (MCF7-derived line), luminescence, 24 h | Potency, µM (titrated, usually from 46.1 µM), for the others: top-dose activation, hits mostly activators | 410,000 tested, 0.31% active | AID 624171, 2012; also: potency is read from the fitted curve at half-maximal effect; % of control where 0% means no effect; nearly all actives have a fitted effect of over 65% in size
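AREc32 cells carrying an ARE-driven firefly luciferase, 1000 cells/well in OPTI-MEM with 5% FBS, dosed after overnight attachment and incubated 24 hr at 37 deg C. Steady-Glo luminescence read after 30 min at RT.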
MmCpn inh = Inhibitors of TCP-1 ring complex (TRiC) of Methanococcus maripaludis (MmCpn): qHTS. Chaperonin Mm-Cpn (Methanococcus maripaludis). purified Mm-Cpn ATPase, ADP Transcreener TR-FRET. Potency, µM (highest dose often 76.9 µM), without a hit: at the top dose activity, negative = inhibition, hits mostly inhibitors. 330,000 tested, 0.031% active. AID 504842, 2011; also: potency is read from the fitted curve at half-maximal effect; % is scaled to controls: 0 for no effect and ±100 for the full control effect; nearly all actives have a fitted effect of over 80% in size
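ATP (10 uM final) was added to archaeal chaperonin (25 nM final) after 10 min exposure to test compound at 37°C; after 30 min further incubation, ADP was detected by competitive TR-FRET.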
Abeta rescue = qHTS for compounds that reverse cellular toxicity of Amyloid beta (A-beta) peptide in yeast: Primary Screen. yeast expressing A-beta42, growth rescue, OD600, 48 h; response scale: 0% DMSO, 100% iron-clioquinol control. Potency, µM (doses to about 46.1 µM), for inactives: at the highest dose growth rescue, hits mostly activators. 410,000 tested, 0.063% active; also: potency is read from the fitted curve at half-maximal effect; nearly all actives have a fitted effect of over 55% in size
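Yeast A-beta toxicity model in growth medium with pinned compounds, 48 h at 30 C; growth read as absorbance at 600 nm. Normalized to FeCl3/clioquinol equimolar mix (positive) and DMSO (negative).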
A549 viability = Nrf2 qHTS screen for inhibitors: counterscreen for cytotoxicity | A549 ARE-Fluc cells, CellTiter-Fluor viability, 18-24 h | Potency, µM (highest dose often 46 µM), for inactives: at the top dose activity change, negative = cytotoxicity, actives largely listed as inhibitors | 390,000 tested, 0.16% active | AID 504648, 2011; also: potency is read from the fitted curve at half-maximal effect; % is scaled to controls: 0 for no effect and ±100 for the full control effect
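A549 ARE_Fluc cells in 5% FBS OPTI-MEM were exposed to compounds in concentration-response for 18-24 h at 37 deg C. Viability was read by CellTiter-Fluor fluorescence (Ex 405/Em 525) after 30 min, before the luciferase read.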
Nrf2 inh = Nrf2 qHTS screen for inhibitors; Potency, µM (top dose mostly 46 µM), inactives show at the highest dose activity change, negative = inhibition, actives largely listed as inhibitors; 360,000 tested, 2.1% active; A549 ARE-Fluc reporter, luciferase luminescence, 18-24 h; also: potency is read from the fitted curve at half-maximal effect; % is scaled to controls: 0 for no effect and ±100 for the full control effect; nearly all actives have a fitted effect of over 60% in size
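In this cell-based qHTS, ARE-driven firefly luciferase in A549 cells reports Nrf2 activity; the luminescent signal after BugLite lysis is the measured value, with a prior CellTiter-Fluor read for cell health.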
CCT chaperon mod = High-Throughput Screening for Modulators of Cytosolic Chaperonin Activity; purified chaperonin ATPase assay, HTRF ADP detection, 30 min; activity change, % (no concentration beside the values), hits read low; 360,000 tested, 0.3% active; in the data active = activity change below about -30%; also: % is scaled to controls: 0 for no effect and ±100 for the full control effect
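ATPase activity: ADP formed was measured by HTRF Transcreener (665/615 nm ratio) after 30 min at 37 deg C with 10 uM ATP. Compounds screened at one 76 uM concentration against 40 or 20 nM TRiC in Tris pH 7.4/KCl/MgCl2/DTT buffer.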
The depositor's hits bear a star; i = inactive; ? = inconclusive; . = not tested or not shown; [ ] = remark or other dose. Unless noted, calls follow the shape of the dose curve; as a rule, active = well fitted curve in the direction sought with a large enough effect; inconclusive = small, poorly fitted or top-dose-only effect, or another doubt; inactive = no such curve, though single readings can be large; an effect the other way counts as inactive or inconclusive.

SMILES | pAkt inh | MmCpn inh | A549 viability | CCT chaperon mod | Nrf2 inh | Nrf2 ARE act | HepG2 tox | Abeta rescue | TGFb inhibitor
CC1=C(C)/C(=N\OS(=O)(=O)c2ccc(C)cc2)C=CC1=O | i | -3% | -11% | -5.4 | 3% | ? | 4µM* | -94%[inhibitor] | 2.8µM*
CCCS(=O)(=O)NC(=O)C1(C)CCN(C(=O)c2ccc(SC(F)(F)F)cc2)C1 (stereo not given) | i | . | . | -0.4 | . | -1.3% | -7% | -11% | 28%
CCC(C)(C)NC(=O)C(c1cccc(OC)c1OC)N(CC(C)C)C(=O)CCC(=O)Nc1cc(C)on1 (stereo not given) | i | 0% | -14% | 4.5 | -2% | -0.1% | -13% | -3% | -18%
Cc1cc(C)cc(NC(=O)CCCc2nnc3n(CC(C)C)c(=O)c4sccc4n23)c1 | . | . | -10% | . | -22% | -0.4% | 1% | 3% | -4%
COc1ccc(OC)c([C@@H]2OCCC=C[C@H]2C)c1 | i | -5% | 0% | 0.1 | 9% | -0.2% | -1% | 9% | ?
CCC1CN(C(=O)N2CCC(C(=O)NCc3cccs3)CC2)c2cc(C)ccc2O1 (stereo not given) | . | . | 7% | . | -13% | 1.3% | -22% | 8% | -15%
CCCN1CCN(CCNC(=O)Nc2cc(Cl)c(OC)cc2OC)CC1 | . | . | 9% | . | 14% | -1.0% | 1% | -26% | ?
COc1ccc(Cn2ccc3nc(C)c(C(=O)N4CCN(c5ccc(F)cc5)CC4)cc3c2=O)cc1 | . | . | -4% | . | -29% | 0.4% | -13% | -14% | -1%

The closing 2 entries of the section above open the next one.
SMILES | pAkt inh | MmCpn inh | A549 viability | CCT chaperon mod | Nrf2 inh | Nrf2 ARE act | HepG2 tox | Abeta rescue | TGFb inhibitor
CCCN1CCN(CCNC(=O)Nc2cc(Cl)c(OC)cc2OC)CC1 | . | . | 9% | . | 14% | -1.0% | 1% | -26% | ?
COc1ccc(Cn2ccc3nc(C)c(C(=O)N4CCN(c5ccc(F)cc5)CC4)cc3c2=O)cc1 | . | . | -4% | . | -29% | 0.4% | -13% | -14% | -1%
CC(=O)Nc1cccc(C(=O)NCC2(N3CCCCC3)CCCCC2)c1 | i | -3% | -2% | -2.3 | 10% | -0.1% | 1% | -5% | 9%
COc1cccc(/C=C2/Sc3ccc(C(=O)NCCN4CCCCCC4)cc3NC2=O)c1 | i | -1% | -13% | 2.1 | -4% | -4.7% | 16µM* | -32% | 10µM*
CC1(c2nnc(-c3ccc(Cl)cc3)o2)CC(c2ccncc2)=NO1 (stereo not given) | i | 1% | -6% | -2.1 | -11% | 0.8% | -14% | -12% | 11%
COc1ccc(C2CC(=O)Oc3cc(C)c(Cl)cc32)cc1 (stereo not given) | i | 3% | -2% | 1.0 | 2% | 0.6% | 0% | ? | 0%
COC(=O)C1=C(C)Nc2[nH]c(=S)[nH]c(=O)c2C1c1ccc(O)cc1 (stereo not given) | i | -1% | 1% | -2.1 | 0% | -0.9% | 0% | 9% | -1%
COc1ccc(NC(=O)c2ccccc2NC(=O)CSc2ccccc2)cc1 | i | 0% | 5% | -1.7 | 14% | 0.4% | -52% | -10% | ?
CN(CC(=O)Nc1ccccc1Cl)C(=O)Cn1nnc(-c2ccc(F)cc2)n1 | i | 0% | 3% | 0.9 | 1% | 0.5% | -13% | 2% | -1%
O=C(NCc1cccc(C(F)(F)F)c1)c1cccc(S(=O)(=O)NCc2ccccc2)c1 | i | 1% | -9% | 0.6 | ? | -0.6% | -48% | 22% | ?
CC1Cc2ccccc2N1C(=O)COC(=O)c1n[nH]c(=O)c2ccccc12 (stereo not given) | i | -2% | 1% | -2.5 | 5% | -0.1% | 1% | -2% | 7%
O=C(NCCC(=O)N1O[C@@H]2C=C[C@H]1C2)OCC1c2ccccc2-c2ccccc21 | i | 0% | -5% | -1.8 | 12% | -1.0% | -32% | -10% | -12%
Cc1ccccc1Cn1nc(C)c(NC(=O)c2cc3n(n2)C(C(F)F)CC(C(F)F)N3)c1C (stereo not given) | i | -1% | 1% | -0.5 | . | -0.6% | -10% | 3% | -18%
S=c1[nH]nc(-c2ccccc2Cl)n1Cc1ccccc1 | i | 2% | 0% | -4.0 | ? | 0.2% | -3% | 25% | 4%
CC(C)(C)Cc1nnc(NC(=O)CCC2CCCCC2)s1 | i | 2% | 1% | -1.2 | 3% | -0.3% | 2% | 10% | 7%
COc1cccc(/C=C2\CCC(C3CCCC3)C2=O)c1OC (stereo not given) | i | 1% | 15% | 0.8 | ? | 4.7% | -10% | -22% | 0%
O=C(COC(=O)C1CCN(C(=O)c2ccc(Cl)cc2)CC1)NC1CCS(=O)(=O)C1 (stereo not given) | i | -5% | 11% | 1.1 | 5% | -0.2% | -9% | -10% | -27%
Cc1cc(C)c2nc(/N=C(\N)NC(=O)c3ccccc3)nc(C)c2c1 | i | 0% | -13% | -5.4 | 21% | 5.8% | 12% | 4% | -1%
CC(=O)OCC1OC(n2c(-c3ccc(Cl)cc3)ccc(C#N)c2=S)C(OC(C)=O)C(OC(C)=O)C1OC(C)=O (stereo not given) | i | . | -3% | -0.3 | ? | 12% | -2% | 10% | 5%
O=C(Nc1ccccc1C(=O)N1CCN(Cc2ccccc2)CC1)c1ccccn1 | i | 0% | 8% | -1.6 | . | 0.2% | 0% | -1% | 1%
CC(C)[C@@H]1NC(=O)N(c2ccc(Oc3ccccc3)cc2)C1=O | i | 1% | -3% | -3.3 | 9% | 1.9% | -8% | 1% | -11%
Cc1cc(=O)oc2cc(OCC(=O)N3CC(=O)Nc4ccccc43)c(Cl)cc12 | i | -2% | 0% | 2.1 | -5% | 0.2% | 5% | -20% | 6%
CCOc1ccccc1CNC(=O)C1CCN(S(=O)(=O)c2ccc3c(ccn3C)c2)CC1 | . | . | -4% | . | . | 1.0% | -7% | 7% | 2%
CCCCS(=O)(=O)NC1=NCN(CCO)CN1 | i | 2% | -4% | -0.1 | 16% | 0.1% | -3% | 4% | -4%
CN(C(=O)c1ccccc1OCc1ccc(F)cc1)c1c(N)n(Cc2ccccc2)c(=O)[nH]c1=O | i | 0% | 7% | -1.9 | 12% | -0.6% | -25% | 0% | 2%
O=C(CSc1nnc(Cc2cc(=O)[nH]c(=O)[nH]2)n1-c1ccccc1)N1CCCc2ccccc21 | i | 2% | -4% | 3.1 | -22% | 0.7% | -18% | -3% | 0%
CC(C)OCCCn1c(=O)c2ccccc2n2c(CCC(=O)N3CCN(c4ccccn4)CC3)nnc12 | i | 1% | 0% | -4.1 | -13% | -0.1% | -8% | 7% | -1%
CCOC(=O)NC(=O)C(=CNc1cccc(OC)c1)C(=O)NC(=O)OCC | i | 0% | -2% | 1.8 | -3% | -0.5% | -1% | -9% | ?
CN(CC(=O)Nc1ccc(F)cc1)CC(=O)Nc1ccc(F)c(F)c1F | i | 1% | -15% | 1.8 | -29% | -0.7% | -5% | 11% | ?
CCOC(=O)N1CCN(C(=O)c2ccc(S(=O)(=O)Nc3ccc(C)cc3)cc2)CC1 | i | -2% | -16% | -0.3 | 10µM* | 0.2% | -2% | -1% | -17%
Cc1cccc(NC(=S)N=Nc2c(O)n(C)c3ccc(S(=O)(=O)N4CCOCC4)cc23)c1 | i | 2% | -12% | -1.1 | ? | 0.3% | -7% | -22% | -8%
CCc1ccc(/C=N/n2c(COc3ccccc3)n[nH]c2=S)cc1 | i | 2% | -1% | -1.8 | -17% | -0.4% | -38% | ? | ?
C[C@@H]1CN([C@H](C)CO)C(=O)c2cc(Br)cnc2O[C@H]1CN(C)C(=O)CC1CC1 | i | . | . | 0.1 | . | -0.5% | 3% | 9% | -8%

In the list so far, 6 have an NH in an aromatic ring:
SMILES | pAkt inh | MmCpn inh | A549 viability | CCT chaperon mod | Nrf2 inh | Nrf2 ARE act | HepG2 tox | Abeta rescue | TGFb inhibitor
COC(=O)C1=C(C)Nc2[nH]c(=S)[nH]c(=O)c2C1c1ccc(O)cc1 (stereo not given) | i | -1% | 1% | -2.1 | 0% | -0.9% | 0% | 9% | -1%
CC1Cc2ccccc2N1C(=O)COC(=O)c1n[nH]c(=O)c2ccccc12 (stereo not given) | i | -2% | 1% | -2.5 | 5% | -0.1% | 1% | -2% | 7%
S=c1[nH]nc(-c2ccccc2Cl)n1Cc1ccccc1 | i | 2% | 0% | -4.0 | ? | 0.2% | -3% | 25% | 4%
CN(C(=O)c1ccccc1OCc1ccc(F)cc1)c1c(N)n(Cc2ccccc2)c(=O)[nH]c1=O | i | 0% | 7% | -1.9 | 12% | -0.6% | -25% | 0% | 2%
O=C(CSc1nnc(Cc2cc(=O)[nH]c(=O)[nH]2)n1-c1ccccc1)N1CCCc2ccccc21 | i | 2% | -4% | 3.1 | -22% | 0.7% | -18% | -3% | 0%
CCc1ccc(/C=N/n2c(COc3ccccc3)n[nH]c2=S)cc1 | i | 2% | -1% | -1.8 | -17% | -0.4% | -38% | ? | ?
